EP2 antag – inhibitors of human EP2 prostaglandin E2 receptor; P43116; C6 glioma cells expressing human EP2, cAMP TR-FRET; cells stimulated with saturating PGE2; inhibition, % at 25 µM; 260,000 tested, 0.52% active; AID 1422;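 active means percent inhibition above 40 after rounding to a whole number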;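 further: rat C6 glioma host cells with rolipram phosphodiesterase inhibitor present; the protocol text gives 20 µM as final concentration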
Target sequence (P43116 whole entry, looked up): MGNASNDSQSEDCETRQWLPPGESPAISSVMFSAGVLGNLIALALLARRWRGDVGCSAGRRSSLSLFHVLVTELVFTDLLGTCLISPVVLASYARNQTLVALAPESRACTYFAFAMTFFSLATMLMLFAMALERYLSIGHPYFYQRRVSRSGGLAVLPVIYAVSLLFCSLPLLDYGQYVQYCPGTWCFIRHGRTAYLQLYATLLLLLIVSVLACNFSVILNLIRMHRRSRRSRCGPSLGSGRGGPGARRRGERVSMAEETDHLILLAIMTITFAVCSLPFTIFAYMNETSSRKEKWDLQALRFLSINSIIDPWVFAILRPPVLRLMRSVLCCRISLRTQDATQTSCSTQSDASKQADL
EP2 modulator – EP2 receptor (human) modulation; P43116; EP2-expressing cells, cAMP HTRF FRET, PGE2 co-stimulation; induction, % at 25 µM; 260,000 tested, 0.83% active; AID 940;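 active means compounds whose cAMP rise, as percent of the full-agonist control response, exceeds 60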;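 further: rat C6 glioma line stably carrying human EP2 under a CMV promoter; the protocol text gives 20 µM as final concentration; 100% = response of wells given 1 µM PGE2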
* hit, by the source's call.

SMILES	EP2 antag	EP2 modulator
COc1ccc(C=C2C(=O)N(C)C(=O)N(C)C2=O)cc1Br	6.0	-30.4
O=c1c(O)c(-c2ccccc2)oc2cc(O)ccc12	9.6	-2.2
Cc1cccc(-c2noc(C)c2C(=O)Nc2cnn(Cc3ccc(F)cc3)c2)c1	9.5	-22.9
CSc1ccc(NC(=O)[C@H]2CCCC[C@@H]2C(=O)O)cc1	10.2	11.6
Nc1nc2c(c(=O)[nH]1)N[C@H](CCNc1ccc(C(=O)O)cc1)CN2	48.6*	29.2
Cc1ccc2cc(CN(Cc3ccco3)S(=O)(=O)c3ccccc3Cl)c(=O)[nH]c2c1	10.7	-42.2
COCCNC(=O)C1CCN(S(=O)(=O)c2c(C)cc(C)cc2C)CC1	10.6	-19.2
COc1ccc(N(CC(=O)NCC2CCCO2)S(C)(=O)=O)cc1OC (configuration not stated)	8.9	16.8
N#Cc1cc(Cl)c(N2CCCCCC2)cc1C#N	10.4	-25.1
O=C(Cn1ncc2cccn2c1=O)NC1CCCC1	12.8	1.2
O=C(CN1C(=O)[C@@H]2CCCN2C(=O)c2ccccc21)N1CCCC1	3.3	0.2
COCCCN1C(=O)C(O)=C(C(C)=O)C1c1ccccc1 (configuration not stated)	10.3	6.8
Cc1cccc2nc(CN3CCN(c4ccc(F)cc4)CC3)cn12	6.7	-6.6
CCc1ccc2[nH]c(=O)c(C(c3nnnn3C3CCCC3)N3CCN(c4ccccc4)CC3)cc2c1 (configuration not stated)	2.4	11.7
Nc1cccc(NC(=O)c2ccccn2)c1	12.8	-26.0
Cc1cccc(C)c1NCc1nnc(SCC(=O)Nc2sc3c(c2C#N)CCCC3)n1C	9.6	-37.2
CCOC(=O)c1c(NC(=O)CSc2ncc(C#N)c(N)n2)sc(C)c1C	16.9	-2.3
CCOC(=O)Cn1cnc2sc(C(=O)Nc3ccccc3OC)c(C)c2c1=O	15.1	19.1
COC(=O)c1ccc(-n2nnnc2SCC(=O)Nc2ccc(OC)cc2OC)cc1	9.6	-78.6
CC(=O)c1cccc(NC(=O)CSc2nc3cc4c(cc3cc2C)CCC4)c1	7.6	-29.7
O=C(CCCc1c[nH]c2ccccc12)OCC(=O)c1ccccc1	8.9	-62.1
CC1CCCC(NCCNC(=O)c2ccco2)C1 (configuration not stated)	5.8	-30.3
CCOC(=O)Cn1nnnc1CN(Cc1ccccc1Cl)Cc1cc2cc(C)cc(C)c2[nH]c1=O	9.6	48.8
Cc1cccc(N(C(=O)c2csnn2)C(C(=O)NC2CCCC2)c2cccs2)c1C (configuration not stated)	9.1	6.2
O[C@@H]1CN(Cc2ccc(F)cc2)CC[C@H]1NCc1ccccn1	5.0	-29.5

(list continues)
SMILES	EP2 antag	EP2 modulator
CN1CCN(Cc2nc3c(c(=O)n(C)c(=O)n3C)n2CCCO)CC1	5.3	-23.2
CCC(c1nnnn1Cc1ccco1)N(Cc1cc2c(C)cc(C)cc2[nH]c1=O)C1CCCC1 (configuration not stated)	11.2	34.9
CCOc1ccc2[nH]c(=O)c(C(c3nnnn3CCOC)N3CCN(C)CC3)cc2c1 (configuration not stated)	8.9	-18.3
Cc1cnc(NC(=O)CN2CCCCC2)s1	11.8	0.8
CCc1cc2ccccc2nc1SCC(=O)c1ccc2c(c1)OCCO2	8.5	-71.3
C[n+]1c2cc(N)ccc2cc2ccc(N)cc21	20.4	18.5
CC1CCN(Cc2nnnn2CCc2ccccc2)CC1	20.4	11.8
Cc1cc2ccccc2n2c(SCC(=O)Nc3ccccc3)nnc12	5.6	-19.8
CCc1ccc2[nH]c(=O)c(CN(CCCN(C)C)C(=O)Nc3ccc(Cl)cc3)cc2c1	14.9	-94.6
Cn1c(=O)c2c(nc(SCCCC#N)n2Cc2ccc(Cl)c(Cl)c2)n(C)c1=O	17.3	-21.7
CCc1ccc2[nH]c(=O)c(CN(Cc3ccco3)C(=S)Nc3ccc(F)cc3)cc2c1	33.1	0.7
NC(=O)c1c(NC(=O)c2cc(Cl)ccc2Cl)sc2c1CCCC2	6.1	-48.8
COCCN1C(=O)C(=O)/C(=C(\O)c2ccc(C)cc2)C1c1ccc(OC)cc1OC (configuration not stated)	6.2	13.2
O=C(c1ccc2ncccc2c1)N1CCC(c2ccncc2)CC1	3.5	-38.5
CCC(=O)N(Cc1cc2cc(OC)ccc2[nH]c1=O)C(C)C	9.4	-25.0
CC(=O)Cn1c([N+](=O)[O-])nn(C)c1=O	11.8	10.0
Cc1c(-c2ccccc2)n[nH]c1C(=O)N(C)C(C)Cc1ccccn1 (configuration not stated)	16.0	-65.4
CCCC(=O)Nc1nnc(Cc2c[nH]c3ccccc23)s1	7.0	-55.5
Cc1cccc2cc(C(c3nnnn3Cc3ccc4c(c3)OCO4)N3CCN(C)CC3)c(=O)[nH]c12 (configuration not stated)	6.1	-21.9
CO/N=C(\C(=O)N[C@@H]1C(=O)N2C(C(=O)O)=C(CSc3nc(=O)c(O)nn3C)CSC12)c1csc(N)n1 (some centres not stated)	5.8	25.5
CC1CCCC(C)N1C(=O)c1cc(-c2ccccc2)on1 (configuration not stated)	11.9	5.3
CCOc1ccc2c(c1)c1nnc(SCC(=O)NC(C)C)nc1n2C	0.2	-25.3
CCC(CN1CCCCC1)NC(=O)Cc1c(C)nn(-c2ccccc2C)c1C (configuration not stated)	4.2	-8.1
COc1cccc(C(=O)CSc2nc3c(C)ccc(C)c3cc2C#N)c1	17.9	17.1
COc1cc(OC)cc(-c2nnc(SCC(=O)Nc3ccccc3F)o2)c1	6.1	10.0

Carrying on.
SMILES	EP2 antag	EP2 modulator
O=C(Nc1c(Cl)cccc1Cl)c1cc2nc(-c3ccco3)cc(C(F)(F)F)n2n1	14.7	38.1
Cc1nnc(N)[nH]c1=O	14.4	-9.9
CCOC(=O)Cc1csc(NC(=O)CSc2nc3cc4c(cc3cc2CC)OCO4)n1	9.2	-14.4
COc1ccc(NC2(c3nnnn3-c3ccc(C)cc3)CCCCC2)cc1	7.8	-2.8
O=c1oc(/C=C/c2ccco2)nc2ccccc12	29.5	-67.2
COc1ncc(CN2CCC(O)(c3ccc4c(c3)OCO4)CC2)cn1	1.8	5.2
CCn1c(C)cc2cc(NS(=O)(=O)c3ccc4[nH]c(=O)[nH]c(=O)c4c3)ccc21	6.3	-15.8
c1cncc(CSc2nnnn2-c2ccc3c(c2)OCO3)c1	8.5	-50.7
CCN1CCCC1CN(Cc1cc2ccc(C)cc2[nH]c1=O)C(=O)Nc1ccc(F)cc1 (configuration not stated)	11.0	-70.4
CC(C)c1ncc(CNC2(c3ccc(Cl)cc3)CC2)cn1	6.9	-24.9
O=C(Nc1ccc(F)cc1F)N1C2CCC1CC(O)(c1cccnc1)C2 (configuration not stated)	11.5	2.2
Cc1ccc2c(c1)cc(C)c1nnc(SCC(=O)c3ccc(F)cc3)n12	15.4	-8.8
COC(=O)c1cc(-c2ccc(C(c3c(C)[nH][nH]c3=O)c3c(C)[nH][nH]c3=O)o2)ccc1Cl	40.0*	-71.8
O=c1oc2ccccc2cc1-c1csc(Nc2ccccn2)n1	9.8	-2.8
N#Cc1cc2ccccc2nc1SCC(=O)Nc1nc(-c2ccccc2)cs1	10.1	-21.4
CSc1cccc(NC(=O)C2CCN(S(=O)(=O)c3ccc(Cl)cc3)CC2)c1	9.0	-104.8
CCCOC(=O)Cn1cnc2scc(-c3ccc(C)c(C)c3)c2c1=O	10.3	-2.2
c1ccc([C@H](CCN2CCCC2)c2ccccn2)cc1	11.9	5.5
CCc1cc(NCCc2cnc[nH]2)n2nc3nc(C)cc(C)c3c2n1	1.8	-20.7
Cc1ccc(NC(=O)C(C)Sc2nnnn2C)cc1 (configuration not stated)	9.9	-7.9
CCc1cccc2c(=O)c(C(=O)N(CC)CC)c[nH]c12	11.2	-15.2
COCCCNC(=O)c1nc2c(nnn2Cc2ccc(C)cc2)c(=O)[nH]1	6.3	9.1
Cc1ccc(NC(=O)CSc2nnc(-c3ccoc3C)n2C)cc1C	3.7	-50.0
COCCN1C(=O)C(=O)/C(=C(\O)c2ccc(C)cc2)C1c1cc(OC)c(OC)c(OC)c1 (configuration not stated)	8.9	-2.9
O[C@H]([C@H](O)[C@@H](O)c1nc2ccccc2[nH]1)[C@@H](O)c1nc2ccccc2[nH]1	31.6	26.1

In a second layout: entries from further up
CCn1c(C)cc2cc(NS(=O)(=O)c3ccc4[nH]c(=O)[nH]c(=O)c4c3)ccc21
- EP2 antag: 6.3
- EP2 modulator: -15.8
c1cncc(CSc2nnnn2-c2ccc3c(c2)OCO3)c1
- EP2 antag: 8.5
- EP2 modulator: -50.7
CCN1CCCC1CN(Cc1cc2ccc(C)cc2[nH]c1=O)C(=O)Nc1ccc(F)cc1 (configuration not stated)
- EP2 antag: 11.0
- EP2 modulator: -70.4
CC(C)c1ncc(CNC2(c3ccc(Cl)cc3)CC2)cn1
- EP2 antag: 6.9
- EP2 modulator: -24.9

The listing continues.
SMILES	EP2 antag	EP2 modulator
COC(=O)CN1C(=O)C(=O)/C(=C(\O)c2ccccc2)C1c1ccc2c(c1)OCO2 (configuration not stated)	12.4	-17.7
COc1cc(NC(=O)c2ccccc2C)ccc1NC(=O)c1ccco1	10.9	-139.9
CCOc1c(C)cc(S(=O)(=O)NCc2cccnc2)c(C)c1C	10.6	-6.7
Cc1cc2cc(CN(Cc3ccco3)C(=S)NCCc3ccccc3)c(=O)[nH]c2cc1C	8.5	7.2
CC(C)c1ccc(CN(Cc2ccco2)C(=O)c2cc3ccccc3oc2=O)cc1	7.7	-35.4
COc1cc(NC(=O)C2CC(c3ccccc3Cl)=NO2)c(OC)cc1Cl (configuration not stated)	8.3	7.7
O=C(CSc1nnc(-c2ccco2)n1Cc1ccccc1)N1CCOCC1	9.9	-5.0
CC1=C([N+](=O)[O-])C(c2ccccc2)NC(=O)N1 (configuration not stated)	20.7	-3.8
CCn1c(=O)c(C(=O)Nc2cccc(F)c2)c(O)c2ccccc21	5.1	-15.6
O=C(NC1CCCC1)C(c1ccncc1)N(C(=O)c1csnn1)c1cccc(Cl)c1 (configuration not stated)	7.2	4.7
COc1ccc(NC(=O)N(Cc2ccco2)Cc2cc3ccc(C)cc3[nH]c2=O)cc1	12.3	-21.5
Cn1c(=O)[nH]c(=O)c2[nH]c(NCCO)nc21	12.2	-8.7
O=C(Cn1nc(-c2ccoc2)oc1=O)N1CCN(c2ccccc2)CC1	7.1	-74.0
Cc1cc(Cl)ccc1OCCCC(=O)N1CCc2ccccc2C1	14.1	-35.5
COc1ccc(-n2nnnc2SCC(=O)N2c3ccccc3CCc3ccccc32)cc1OC	6.6	19.3
CC(=O)Nc1nnc(COc2ccc(C)cc2)s1	5.5	-1.1
COc1ccc(C(C(=O)NC2CCCC2)N(C(=O)c2ccn[nH]2)c2ccc(F)cc2)cc1OC (configuration not stated)	6.5	-5.6
COC(=O)CSc1nc2c(c(=O)[nH]c(=O)n2C)n1Cc1ccccc1	7.6	-7.4
COCCCN1C(=O)C(O)=C(C(=O)c2cccs2)C1c1cccc(OC)c1 (configuration not stated)	12.5	-1.5
O=C(CN1C(=O)[C@@H]2CCCN2C(=O)c2ccccc21)NC12CC3CC(CC(C3)C1)C2	4.5	-18.2
CCN1CCN(C(=O)C2CCN(S(=O)(=O)c3ccc(OC)cc3)CC2)CC1	9.0	-9.3
CCOC(=O)C1CCN(C(=O)CN(c2ccc(Cl)cc2)S(C)(=O)=O)CC1	13.5	-0.7
CCOc1ccc(C(=O)Nc2nnc(C(F)(F)F)s2)cc1	17.7	-6.3
COc1ccc2[nH]c(=O)c(CN(Cc3ccc4c(c3)OCO4)Cc3nnnn3C3CCCC3)cc2c1	8.2	39.8
Cc1nn(Cc2ccc(C(=O)NCc3ccc(Cl)cc3Cl)o2)c(C)c1[N+](=O)[O-]	7.9	-52.5

Other records:
SMILES	EP2 antag	EP2 modulator
CCc1c(C)nc(SCC(=O)Nc2ccc(C)c(C)c2)[nH]c1=O	5.0	9.7
O=C(O)CCCC(=O)Nc1ccccc1N1CCCC1	8.8	7.1
CCCN1C(=O)C(NC(C)=O)c2cc(C)ccc21 (configuration not stated)	11.7	7.7
O=c1[nH]c2cc3c(cc2cc1CN(Cc1cccnc1)Cc1nnnn1C1CCCCC1)OCCO3	24.6	-9.7
CCCCCC/C=C\CCCCCCCc1cccc(O)c1C(=O)O	17.8	38.4
CSc1nc2c(c(=O)[nH]c(=O)n2C)n1CC(O)COc1ccccc1C (configuration not stated)	9.5	-0.6
CCOc1cc(CN2CCC(NC(C)=O)(c3ccccc3F)CC2)c(C)cc1OC	4.7	-34.6
CN(C)c1ccccc1CN1CCCN(Cc2ccccc2N(C)C)C1c1ccncc1	34.0	13.1
CCn1c(O)c(/C=C/c2nc3ccccc3n2CC)sc1=S	15.1	-35.9
CC(=O)Oc1ccc(C(=O)Nc2cccnc2)cc1	6.5	-16.1
C#CCOc1ccc(C2C(C#N)=C(N)OC3=C2C(=O)CCC3)cc1 (configuration not stated)	10.8	-31.5
O=C(NCCN1CCOCC1)C1CC(c2c(F)cccc2Cl)=NO1 (configuration not stated)	0.1	-16.0
CC(=O)Oc1cc(OC(C)=O)c2c(c1)O[C@H](c1ccc(OC(C)=O)c(OC(C)=O)c1)[C@@H](OC(C)=O)C2	15.6	9.5

Looked up by structure from the list above, 6 records:
SMILES	EP2 antag	EP2 modulator
Cc1cccc(-c2noc(C)c2C(=O)Nc2cnn(Cc3ccc(F)cc3)c2)c1	9.5	-22.9
CCOC(=O)Cn1nnnc1CN(Cc1ccccc1Cl)Cc1cc2cc(C)cc(C)c2[nH]c1=O	9.6	48.8
N#Cc1cc(Cl)c(N2CCCCCC2)cc1C#N	10.4	-25.1
CCc1cc2ccccc2nc1SCC(=O)c1ccc2c(c1)OCCO2	8.5	-71.3
CCc1ccc2[nH]c(=O)c(CN(Cc3ccco3)C(=S)Nc3ccc(F)cc3)cc2c1	33.1	0.7
O=C(Nc1ccc(F)cc1F)N1C2CCC1CC(O)(c1cccnc1)C2 (configuration not stated)	11.5	2.2

Assay outcomes from PubChem.

Some of the compounds tested (hit frequency here may not be typical).
